Assay outcomes deposited in PubChem BioAssay by several laboratories.
Anthrax LF prot – inhibitors of Bacillus anthracis lethal factor protease; P15917; multiplex microsphere protease cleavage assay, LF; inhibition, % at 10 µM; 360,000 compounds, 0.12% hits; in the data active means inhibition above about 30%; further: plate controls were buffer without enzyme for full effect and enzyme alone for no effect
MazEF act – increases E. coli MazEF RNase cleavage of RNA | 350,000 compounds, 0.32% hits | AID 504720 | FAM/BHQ RNA-DNA oligo cleavage fluorescence, 5 h | activation, % at 20 µM; in the data active means activation above about 50%
Target sequence (P0AE70 whole entry, looked up): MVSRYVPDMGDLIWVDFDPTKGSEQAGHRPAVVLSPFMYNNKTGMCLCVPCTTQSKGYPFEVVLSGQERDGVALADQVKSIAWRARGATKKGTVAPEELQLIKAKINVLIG
Rv3671c inh – inhibits the M. tuberculosis serine protease Rv3671c | 320,000 compounds, 0.048% hits | inhibition, % at 5.96 µM | P9WHR9; in the data active means inhibition above about 38%;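 further: extracellular domain of Rv3671c used as enzyme; 0% = enzyme with DMSO and 100% = no enzyme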
Target sequence (P9WHR9 whole entry, looked up, the tested form may be a part): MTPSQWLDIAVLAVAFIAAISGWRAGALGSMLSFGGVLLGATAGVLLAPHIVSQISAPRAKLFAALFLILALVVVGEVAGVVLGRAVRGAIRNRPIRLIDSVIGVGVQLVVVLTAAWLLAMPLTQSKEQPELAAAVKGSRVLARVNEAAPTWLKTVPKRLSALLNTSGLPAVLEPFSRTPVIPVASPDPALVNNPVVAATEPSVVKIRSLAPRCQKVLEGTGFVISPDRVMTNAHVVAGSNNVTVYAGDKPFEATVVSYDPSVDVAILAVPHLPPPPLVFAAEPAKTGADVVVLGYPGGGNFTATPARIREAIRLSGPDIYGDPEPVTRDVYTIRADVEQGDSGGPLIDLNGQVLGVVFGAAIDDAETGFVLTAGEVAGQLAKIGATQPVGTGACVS
TcdB inh – inhibitors of Clostridioides difficile toxin B glycohydrolase; inhibition, % at 9.99 µM; P18177; TcdB glycohydrolase enzymatic assay, plate reader; 350,000 compounds, 0.24% hits; AID 652162; in the data active means inhibition above about 10%
VHR inh abs – inhibitors of human VHR1 phosphatase (DUSP3); recombinant VHR phosphatase, pNPP absorbance; inhibition, % at 13.3 µM; 290,000 compounds, 0.52% hits; AID 1654; in the data active means inhibition above about 50%; further: some compounds called inactive have numbers as strong as hits
Target sequence (P51452 whole entry, looked up): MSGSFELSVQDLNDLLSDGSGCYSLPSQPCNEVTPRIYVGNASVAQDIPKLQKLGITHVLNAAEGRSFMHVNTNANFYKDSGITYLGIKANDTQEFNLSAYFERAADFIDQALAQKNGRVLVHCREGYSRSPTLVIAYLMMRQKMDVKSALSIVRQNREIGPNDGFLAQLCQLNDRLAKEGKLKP
PfHsp40 rescue – compounds rescuing yeast from Plasmodium falciparum HSP40 toxicity. S. cerevisiae expressing PfHsp40, growth rescue, ATP luminescence. growth rescue, % at 12.5 µM. 340,000 compounds, 0.68% hits; in the data active means growth rescue above about 28%, passing the limit was not always enough;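 further: yeast W303a lacking pdr1 and pdr3 grown in galactose medium; growth measured after three days at 30 °C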
SARS 3CLpro inh – SARS-CoV 3CLpro protease inhibition; P0C6X7; recombinant SARS-CoV 3CLpro, quenched FRET peptide cleavage; inhibition, % at 6 µM; 290,000 compounds, 0.14% hits; in the data active means inhibition above about 12%
Yp Topo-I inh – Y. pestis Topo-I inhibition via cleavage products | activity, % at 10 µM | 360,000 compounds, 0.064% hits | Y. pestis Topo-I cleavage product accumulation, plate reader; in the data active means activity above about 50%, passing the limit was not always enough; further: inactives centre near 2
Vc quorum ag – induces V. cholerae light production without autoinducers | activation, % at 18.7 µM | AID 588436 | 350,000 compounds, 0.16% hits | V. cholerae BH1578 lux reporter, luminescence, 6 h; in the data active means activation mostly above about 9.7%, no sharp cut-off; further: not every result past the cut was called active; inactives centre near 0; reference of the scale not given here
SSB-PriA inh – inhibitors of Klebsiella pneumoniae PriA binding to SSB C-terminal tail | 430,000 compounds, 0.6% hits | AlphaScreen SSBct-PriA binding, biotinylated peptide | inhibition, % at 33 µM | AID 1272365; in the data active means inhibition mostly above about 37%, no sharp cut-off; inactive means mostly below about 20%;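 further: plate controls were negative control peptide for no effect and reference peptide for full effect; strong numbers were not always called active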
* = called active by the depositor; i = inactive; . = no result given. These rows are one share of the data. The share of hits here may be higher or lower than overall.

Fields: Anthrax LF prot, MazEF act, Rv3671c inh, TcdB inh, VHR inh abs, PfHsp40 rescue, SARS 3CLpro inh, Yp Topo-I inh, Vc quorum ag, SSB-PriA inh
CCN(C(=O)CSc1nc2cc(S(=O)(=O)N(CC)CC)ccc2n1CC)C1CCS(=O)(=O)C1 (stereo unspecified)
    6, 4, 2, 1.4, ., -0.8, ., 14, -0.7, 9
O=C(OCCN(C1=NS(=O)(=O)c2ccccc21)c1ccc(Cl)cc1)c1ccco1
    -7, 8, 0, ., 15, 0.2, 0, 24, -0.5, 16
OC(CSc1ccccc1Cl)CN1CCN(c2ccc(F)cc2)CC1 (stereo unspecified)
    -4, -4, -2, ., 20, 2.0, -2, 1, i, 15
CCc1ccc(NC(=O)CS(=O)CC(=O)Nc2ccc(-n3cnnn3)c(C)c2)cc1 (stereo unspecified)
    0, 19, 0, 0.5, 27, -0.7, -3, 3, i, 7
COCc1ccc(C(=O)N2CCCC(C(=O)c3ccc(SC)cc3)C2)s1 (stereo unspecified)
    -2, 3, 4, 0.6, 8, -0.9, -3, 30, i, -6
CC(Oc1ccc(C(=O)c2ccccc2)cc1)C(=O)Nc1ccc(S(N)(=O)=O)cc1 (stereo unspecified)
    1, 2, -21, 0.0, -4, 1.4, 0, 0, -0.5, -9
Cc1ccc(-c2nnc(SCC(=O)N/N=C/c3ccc(C)s3)n2-c2ccccc2)cc1
    -1, 5, 1, 0.6, -5, 0.1, 6, -4, -0.3, .
COc1ccc(CCNC(=O)CNC(=O)c2ccc(Br)o2)cc1OC
    -2, -6, 0, -0.7, ., -0.6, ., 0, -5.9, -5
O=S(=O)(NCc1ccco1)c1ccc(S(=O)(=O)N2CCCCC2)cc1
    -6, -13, 0, 1.3, 18, 0.0, 2, -3, 2.7, -3
COCCCn1c(-c2ccccc2Cl)n[nH]c1=S
    0, 5, 0, ., 1, -1.7, -2, 7, -2.0, -6
O=C(c1ccco1)N1CCCC(c2nc(-c3ccc(S(=O)(=O)NCc4ccccc4)cc3)no2)C1 (stereo unspecified)
    0, -5, -3, ., 9, -0.7, 0, 13, 2.0, -7
O=C(O)c1ccc(Cl)c(NC(=S)NC(=O)c2ccccc2[N+](=O)[O-])c1
    1, 6, -4, 1.1, 2, 1.4, 0, 4, i, -9
COc1ccc(N(C)C(=O)CN(C)S(=O)(=O)c2ccc3c(c2)c(=O)n(C)c(=O)n3C)c(OC)c1
    -2, 12, -3, -1.5, -17, 1.4, -3, 2, -0.4, -15
CCCCCn1c(CN2CCN(Cc3ccccc3)CC2)nc2c1c(=O)[nH]c(=O)n2C
    0, 4, 1, ., 44, 0.4, 13*, 39, -2.0, -9
N#Cc1cc(-c2ccccc2)cn(Cc2c(Cl)cccc2Cl)c1=O
    -6, 43, 6, ., 5, 1.1, -1, 4, -0.4, -5
COc1ccc(CCN2C(=O)C3C(C2=O)C2C=CC3C23CC3)cc1OC (stereo unspecified)
    -10, 2, 3, 2.1, 9, -0.6, 9, -6, i, -10
COc1cccc(C2C(C(N)=O)=C(C)Nc3nc(CCCO)nn32)c1 (stereo unspecified)
    1, 3, 13, -1.0, 20, -1.8, 7, -4, -1.2, 2
COc1ccc(-c2nn(-c3ccccc3)cc2C(=O)Nc2cccc(C(=O)O)c2)cc1[N+](=O)[O-]
    -11, 3, -36, 0.0, 34, 1.0, 12, 0, -0.2, 24
CCn1cc(CN(C)S(=O)(=O)c2ccc3ccccc3c2)c(C)n1
    0, 0, -6, ., -8, -0.1, 9, 1, -0.3, -31
Cc1nc(NC2=NCN(Cc3cccnc3)CN2)nc2ccccc12
    -32, 5, ., ., -12, 0.3, ., -1, -0.4, -1
O=S(=O)(Nc1ccon1)c1ccc(Br)s1
    3, -8, 3, 2.0, 14, 1.6, 4, 2, i, -19
CCS(=O)(=O)N1CCC(C(=O)Nc2ccc(C(C)=O)cc2)CC1
    9, 2, 9, -0.4, -3, 0.3, 1, 4, 3.8, -23
O=C(CC1CC2CCC1C2)NCCc1ccc(Cl)cc1 (stereo unspecified)
    1, 2, 5, -0.5, 16, -1.2, -2, 10, -0.8, -7
CC(C)(C)OC(=O)N[C@H]1C=C[C@@H](OC(=O)CC(=O)OCC(F)(F)F)C1
    3, 6, ., -0.4, ., -0.8, ., -5, -6.2, -2
C[C@@H]1CCC[C@@]2(O[C@H](CCO)C[C@@H](O)[C@@H]2O)O1
    1, 3, 4, 0.4, -4, -0.5, 2, 6, -0.3, 6
Cc1ccc(S(=O)(=O)N2CCCC(C(=O)N3CCCc4ccccc43)C2)cc1 (stereo unspecified)
    0, 2, -7, ., 6, 0.0, -2, 13, -0.5, -25
CCOC(=O)NNC1CC(=O)N(c2ccccc2)C1=O (stereo unspecified)
    -1, 6, -6, -2.3, -4, -0.2, -2, 4, -0.4, -15
CCN(CC)c1ccc(/C=N/NC(=O)c2ccc([N+](=O)[O-])cc2)cc1
    -2, 6, 1, 1.0, 4, -0.7, 4, -8, -0.6, .
Cc1cc2ncc(-c3ccccc3)nc2cc1C
    -7, -1, -8, 0.2, 28, 12, 2, 1, -0.9, 2
Cc1nn(Cc2ccccc2Cl)c(Cl)c1C(=O)O
    0, 1, 8, 1.7, 12, 0.2, 4, -7, -0.2, 5

More records.
Structure,Anthrax LF prot,MazEF act,Rv3671c inh,TcdB inh,VHR inh abs,PfHsp40 rescue,SARS 3CLpro inh,Yp Topo-I inh,Vc quorum ag,SSB-PriA inh
O=C(c1cnc2n(c1=O)CCS2)N1CCN(c2ccc(Cl)c(Cl)c2)CC1,1,7,1,.,36,-0.2,0,-5,-10,2
N#Cc1ccc(-c2ccco2)nc1SCc1ccccc1,2,-7,-13,.,10,0.0,4,4,1.0,-1
COc1cc(OC)cc(-c2sc3ccc(OC)cc3c2-c2ccc3cc[nH]c3c2)c1,-1,-10,-8,-3.5,.,3.0,.,-13,-0.6,-2
Cc1ccccc1NC(=O)OCc1cccnc1Oc1ccc(Cl)cc1,-6,3,1,0.6,5,3.0,7,11,-1.8,5
Cc1ccccc1OCC(=O)N/N=C/c1ccccn1,-2,4,4,1.7,10,-0.2,2,2,-0.2,.
Cc1ccc(-c2nnc(SC(C)C(=O)NCC3CCCO3)nc2-c2ccc(C)cc2)cc1 (stereo unspecified),0,2,0,0.6,.,-0.2,.,3,i,14
COc1ccc(OC)c(C2CC(=O)N3CN(c4ccc(C)c(Cl)c4)CSC3=C2C#N)c1 (stereo unspecified),-2,-8,1,5.2,11,0.2,-5,-3,-1.2,10
O=[N+]([O-])/C=C1\C=CC=CN1Cc1ccc(Cl)cc1,8,6,2,-0.3,16,-0.4,0,-2,i,.
Cc1ccc(S(=O)(=O)N2[C@@H](c3ccccc3)C(C(=O)O)=CC[C@H]2c2ccc(C(C)C)cc2)cc1,2,-6,-11,-2.2,.,133*,.,4,-0.4,9
COCCNC(=O)C1CC(=O)N(c2ccc(OC)cc2)C1c1ccc(OC)cc1 (stereo unspecified),0,5,0,-0.5,4,0.4,2,5,2.4,7
CCCCNCc1cc(OCC)c(OCC)cc1Br,0,11,-2,2.1,17,1.4,2,6,0.5,-6
COC(=O)c1cn(C)c2ccc(S(=O)(=O)N3CC(C)CC(C)C3)cc2c1=O (stereo unspecified),3,0,-1,.,-1,0.6,0,3,-0.3,-6

Exported as labelled records: part of the list above
COc1ccc(OC)c(C2CC(=O)N3CN(c4ccc(C)c(Cl)c4)CSC3=C2C#N)c1 (stereo unspecified)
- Anthrax LF prot: -2
- MazEF act: -8
- Rv3671c inh: 1
- TcdB inh: 5.2
- VHR inh abs: 11
- PfHsp40 rescue: 0.2
- SARS 3CLpro inh: -5
- Yp Topo-I inh: -3
- Vc quorum ag: -1.2
- SSB-PriA inh: 10
O=[N+]([O-])/C=C1\C=CC=CN1Cc1ccc(Cl)cc1
- Anthrax LF prot: 8
- MazEF act: 6
- Rv3671c inh: 2
- TcdB inh: -0.3
- VHR inh abs: 16
- PfHsp40 rescue: -0.4
- SARS 3CLpro inh: 0
- Yp Topo-I inh: -2
- Vc quorum ag: i
- SSB-PriA inh: .

(next part)
Structure,Anthrax LF prot,MazEF act,Rv3671c inh,TcdB inh,VHR inh abs,PfHsp40 rescue,SARS 3CLpro inh,Yp Topo-I inh,Vc quorum ag,SSB-PriA inh
Cc1cc(C)n(CC(=O)NN)n1,0,3,7,-1.1,36,0.7,-1,-7,-0.1,0
CN1/C(=C\C(=S)Nc2ccccc2)C(C)(C)c2ccccc21,19,-9,-27,1.3,-23,0.1,0,-4,0.4,2
COc1ccc(Cl)cc1NC(=S)NCCCN1CCCC1=O,-4,6,12,0.3,8,0.4,2,-8,i,-6
CC(O)CSc1nc2c(c(=O)[nH]c(=O)n2C)n1Cc1ccccc1Cl (stereo unspecified),13,7,.,0.1,5,-0.2,-3,-4,-0.2,-11
Cc1ccccc1-n1c(=O)cc(N2CCCCCC2)[nH]c1=O,14,-3,3,0.4,3,0.0,5,2,-0.2,-2
Cc1ccn(-c2ccc([N+](=O)[O-])cc2)n1,-2,-6,4,.,12,-1.2,4,-1,i,-10
O=c1c2c(-c3cccs3)csc2ncn1-c1ccccc1,8,0,-5,.,4,0.3,5,9,i,-4
CCOc1ccc(N2CC(C(=O)N3CC(C)OC(C)C3)CC2=O)cc1 (stereo unspecified),1,10,0,0.6,12,-1.4,-6,3,-8.8,-21
CSc1sc(C(=O)NC(=O)NCc2ccncc2)c(C)c1-c1ccon1,-1,-3,-6,0.5,23,0.5,10,5,-0.9,-17
CCNC(=S)NNC(=O)c1cc(-c2ccc(OC)cc2)nc2ccccc12,0,-2,0,.,5,0.0,-2,-3,-0.3,-7
CCCCCc1nc(-c2nonc2N)no1,-6,6,-4,.,37,0.2,-4,4,-0.4,-9
CCOC(=O)c1cc2c(ccn2C)n1CC(=O)Nc1ccc(F)cc1,1,0,-1,0.7,0,-0.5,5,9,-0.4,1

As entered above.
Anthrax LF prot, `CC(O)CSc1nc2c(c(=O)[nH]c(=O)n2C)n1Cc1ccccc1Cl` (stereo unspecified) → 13
Vc quorum ag, `CCCCCc1nc(-c2nonc2N)no1` → -0.4
MazEF act, `CCOc1ccc(N2CC(C(=O)N3CC(C)OC(C)C3)CC2=O)cc1` (stereo unspecified) → 10
PfHsp40 rescue, `CCOC(=O)c1cc2c(ccn2C)n1CC(=O)Nc1ccc(F)cc1` → -0.5
MazEF act, `COc1ccc(Cl)cc1NC(=S)NCCCN1CCCC1=O` → 6
SARS 3CLpro inh, `O=c1c2c(-c3cccs3)csc2ncn1-c1ccccc1` → 5

More compounds follow:
Structure,Anthrax LF prot,MazEF act,Rv3671c inh,TcdB inh,VHR inh abs,PfHsp40 rescue,SARS 3CLpro inh,Yp Topo-I inh,Vc quorum ag,SSB-PriA inh
COc1cc(OC)c(S(=O)(=O)NCc2cccnc2)cc1NC(C)=O,0,6,-1,-3.8,9,0.3,-6,4,-0.5,-11
CC(C)CN(C(=O)c1cccc(S(=O)(=O)N2CCN(c3ccc(F)cc3)CC2)c1)C1CCS(=O)(=O)C1 (stereo unspecified),5,2,-6,-0.5,.,-1.0,.,22,i,-3
OC(c1ccc(F)c(F)c1)c1ncc(-c2ccc(F)cc2)[nH]1 (stereo unspecified),-9,.,.,-0.2,.,.,.,-6,0.8,.
CC12CN(C(=O)c3ccco3)CC(c3ccccc3)(CN(C(=O)c3ccco3)C1)C2=O,-2,5,2,.,-1,1.0,-6,12,i,-16
